Screening results from PubChem.
Vif-APOBEC3G blk = qHTS for Inhibitors of Vif-A3G Interactions: qHTS. AID 602310, 2012. HeLa A3G-eYFP + Vif (tagged APOBEC3G with the HIV-1 protein that degrades it), YFP fluorescence, overnight. Potency, µM (series often up to 46.1 µM), for inactives: at the highest dose activity, negative = active, hits mostly inhibitors. DNA dC->dU-editing enzyme APOBEC-3G (Homo sapiens), Q9HC16. hit rate 0.076% among 410,000;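 also: % is scaled to controls: 0 for no effect and ±100 for the full control effect; nearly all actives have a fitted effect of over 60% in size; hits raise eYFP signal because A3G escapes Vif-driven loss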
Target sequence (Q9HC16 whole entry, looked up): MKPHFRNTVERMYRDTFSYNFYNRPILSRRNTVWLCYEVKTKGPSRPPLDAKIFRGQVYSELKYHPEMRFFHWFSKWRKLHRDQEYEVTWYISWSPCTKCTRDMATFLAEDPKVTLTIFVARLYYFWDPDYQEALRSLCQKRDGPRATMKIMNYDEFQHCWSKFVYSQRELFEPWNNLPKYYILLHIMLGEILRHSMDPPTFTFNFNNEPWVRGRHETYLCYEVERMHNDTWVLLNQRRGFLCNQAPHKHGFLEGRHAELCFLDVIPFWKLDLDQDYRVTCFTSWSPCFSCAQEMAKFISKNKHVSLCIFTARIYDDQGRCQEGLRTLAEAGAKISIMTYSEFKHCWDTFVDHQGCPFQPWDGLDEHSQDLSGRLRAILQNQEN
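HeLa cells stably expressing Vif and C-terminally eYFP-tagged A3G, seeded overnight at 37 deg C, then exposed to compound by pintool overnight at 37 deg C. Rise in yellow fluorescence (Ex 488/Em 500-530, Acumen) marks blocked Vif-driven A3G degradation.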
IDH1 R132H inh = qHTS for Inhibitors of mutant isocitrate dehydrogenase 1 (IDH1): qHTS; Isocitrate dehydrogenase [NADP] cytoplasmic (Homo sapiens), O75874; IDH1-R132H enzyme, NADPH consumption, diaphorase/resazurin fluorescence; Potency, µM (titrated, usually from 76.6 µM), inactives show at the top dose activity change, negative = inhibition, actives largely listed as inhibitors; hit rate 0.093% among 390,000; AID 602179, 2012; also: % is scaled to controls: 0 for no effect and ±100 for the full control effect; nearly all actives have a fitted effect of over 65% in size
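IDH1-R132H (0.5 ug/mL) preincubated 30 min with compound, then NADPH (0.016 mM) and alpha-KG (2 mM) added; 80 min at RT, pH 7.5. Remaining NADPH coupled via diaphorase/resazurin to fluorescence (540/590 nm); concentration-response curves normalized to no-enzyme control.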
Vif-A3F inh = qHTS for Inhibitors of Vif-A3F Interactions: qHTS | HeLa A3F-eYFP + Vif (tagged APOBEC3F with the HIV-1 protein that degrades it), YFP fluorescence increase | Potency, µM (top dose mostly 46.1 µM), for inactives: at the highest dose activity, negative = active | hit rate 0.2% among 390,000 | AID 602313, 2012; also: % of control where 0% means no effect; nearly all actives have a fitted effect of over 65% in size
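HeLa cells stably expressing Vif plus C-terminally eYFP-tagged A3F were seeded, incubated overnight at 37 deg C, dosed with compound, incubated overnight again at 37 deg C. Yellow fluorescence (Ex 488/Em 500-530) reported blocked Vif-mediated A3F-eYFP degradation.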
USP1-UAF1 inh = Inhibitors of USP1/UAF1: Primary Screen | Ubiquitin carboxyl-terminal hydrolase 1 (Homo sapiens), O94782 | recombinant USP1/UAF1, Ub-Rhodamine cleavage fluorescence | Potency, µM (top dose mostly 57.1 µM), inactives show at the top dose activity change, negative = inhibition, hits mostly inhibitors | hit rate 0.23% among 390,000; also: % is scaled to controls: 0 for no effect and ±100 for the full control effect; nearly all actives have a fitted effect of over 60% in size; inactives centre near -12
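1 nM enzyme complex + cpd, 15 min RT; start with Ub-Rho 150nM final; kinetic fluorescence ex 480/em 540, 6 reads q60 s. Buffer 50mM HEPES pH 7.8, 0.5mM EDTA, 0.1 mg/ml BSA, 1mM TCEP, 0.01% Tween-20.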
RXFP1 agonist = qHTS Assay for Agonists of the Relaxin Receptor RXFP1. Relaxin receptor 1 (Homo sapiens), Q9HBX9. HEK293T-RXFP1 cAMP TR-FRET, 30 min; response scale: percent of porcine relaxin response, buffer zero. Potency, µM (highest dose often 57.5 µM), for inactives: at the top dose activation, usual class: activators. hit rate 0.3% among 370,000; also: % is scaled to controls: 0 for no effect and ±100 for the full control effect; nearly all actives have a fitted effect of over 60% in size; many of its hits are not listed in these tables
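Agonist response is measured as cAMP accumulation in an RXFP1-transfected HEK293T line under PDE4 inhibition. Values are scaled between buffer-only and 29 nM porcine relaxin, and EC50s come from standard Hill equation fits.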
12-LOX inh = Primary qHTS assay for inhibitors of human arachidonate 12S-lipoxygenase (ALOX12): Round 2. purified 12hLO, xylenol orange hydroperoxide absorbance. Potency, µM (doses to about 108 µM), for inactives: at the highest dose activity change, negative = inhibition, most hits filed as inhibitors. hit rate 1.1% among 580,000. AID 1671190, 2021; also: % is scaled to controls: 0 for no effect and ±100 for the full control effect
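Purified human 12hLO (150 nM final) in 25 mM Hepes, 0.01% Triton X-100, pH 7.0 was preincubated 15 min at room temperature with compound. Then 40 uM arachidonic acid was added, 30 min. Hydroperoxide was read by Fe-XO absorbance ratio 573/405 nm.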
RGS4 inhibitor = Inhibitors of Regulator of G Protein Signaling (RGS) 4: qHTS | hit rate 0.039% among 390,000 | Regulator of G-protein signaling 4 (Homo sapiens), P49798 | Potency, µM (series often up to 114 µM), inactives show top-dose activity change, negative = inhibition, most hits filed as inhibitors | Transcreener GDP fluorescence polarization, RGS4-accelerated GTP hydrolysis | AID 504845, 2011; also: % is scaled to controls: 0 for no effect and ±100 for the full control effect; nearly all actives have a fitted effect of over 75% in size; some results filed as inactive show a strong effect at the top dose
Target sequence (P49798 whole entry, looked up): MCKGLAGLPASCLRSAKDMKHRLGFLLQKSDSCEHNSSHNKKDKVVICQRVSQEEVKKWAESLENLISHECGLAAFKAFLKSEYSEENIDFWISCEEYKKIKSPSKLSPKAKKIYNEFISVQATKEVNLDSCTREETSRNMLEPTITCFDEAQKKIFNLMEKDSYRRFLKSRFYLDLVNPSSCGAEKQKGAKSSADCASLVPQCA
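MLSMR compounds (23 nl, pin-transferred) preincubated 10 min at room temperature with a 500nM (2x) first reagent, then RGS4 at 900nM (2x) plus Transcreener GDP mix added; fluorescence polarization (620/688 nm) read before and after 90 min at 30 °C.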
rTrxR1 inhibitor = qHTS Assay for Inhibitors of Mammalian Selenoprotein Thioredoxin Reductase 1 (TrxR1): qHTS; Thioredoxin reductase 1, cytoplasmic (Rattus norvegicus), O89049; recombinant rTrxR1, NADPH fluorescence consumption, selenite substrate; Potency, µM (doses to about 114 µM), without a hit: at the top dose activity change, negative = inhibition, most hits filed as inhibitors; hit rate 1% among 390,000; also: % is scaled to controls: 0 for no effect and ±100 for the full control effect; nearly all actives have a fitted effect of over 65% in size
Target sequence (O89049 whole entry, looked up): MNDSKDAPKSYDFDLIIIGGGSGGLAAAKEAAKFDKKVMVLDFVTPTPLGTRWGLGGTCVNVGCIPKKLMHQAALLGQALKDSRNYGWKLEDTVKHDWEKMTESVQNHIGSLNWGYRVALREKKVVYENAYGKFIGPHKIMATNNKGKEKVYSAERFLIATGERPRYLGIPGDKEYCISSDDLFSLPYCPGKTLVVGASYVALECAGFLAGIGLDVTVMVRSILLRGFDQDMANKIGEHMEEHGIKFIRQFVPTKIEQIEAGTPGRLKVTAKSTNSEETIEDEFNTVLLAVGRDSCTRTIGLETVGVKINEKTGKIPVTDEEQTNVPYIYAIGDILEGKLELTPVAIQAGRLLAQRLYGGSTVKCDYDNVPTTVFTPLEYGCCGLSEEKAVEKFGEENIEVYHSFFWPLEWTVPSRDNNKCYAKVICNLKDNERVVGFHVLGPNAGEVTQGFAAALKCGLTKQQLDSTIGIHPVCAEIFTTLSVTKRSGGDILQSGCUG
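Rat TrxR1 (90 nM in the dispensed reagent) was pre-reduced with 400 uM NADPH for 5 min at room temperature, then incubated with compound for 15 min. After 400 uM selenite was added, NADPH fluorescence (Ex 340/Em 450 nm) was followed for 8 min.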
TrxR1 substrate = qHTS Assay for Substrates of Mammalian Selenoprotein Thioredoxin Reductase 1 (TrxR1): qHTS; hit rate 0.01% among 390,000; purified TrxR1 substrate turnover, NADPH consumption readout; Potency, µM (doses to about 114 µM), for the others: top-dose activity change, negative = substrate turnover; also: % is scaled to controls: 0 for no effect and ±100 for the full control effect; nearly all actives have a fitted effect of over 50% in size
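Rat TrxR1, dispensed at 90 nM, was prereduced with 400 uM NADPH (final) for 5 min at ~22 deg C, then incubated with compound 15 min before 400 uM selenite. A first-read NADPH fluorescence drop versus no-compound background flagged substrates.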
Active calls of the source: *; ? = inconclusive; . = not tested or not shown; [ ] = remark or other dose. Calls follow the shape of the dose curve; as a rule, active = well fitted curve in the direction sought with a large enough effect; inconclusive = small, poorly fitted or top-dose-only effect, or another doubt; inactive = no such curve, though single readings can be large; an effect the other way counts as inactive or inconclusive. Potency is read from the fitted curve at half-maximal effect. The list is partial; count on the stated rates, not on these rows.

SMILES | USP1-UAF1 inh | IDH1 R132H inh | RXFP1 agonist | 12-LOX inh | rTrxR1 inhibitor | Vif-APOBEC3G blk | Vif-A3F inh | RGS4 inhibitor | TrxR1 substrate
Cc1ccccc1NC(=O)Cc1nc(COC(=O)c2ccc(O)cc2O)cs1 | -7% | 0% | 3.7% | ? | -10% | -1% | -14% | -6% | -7%
CCc1cccc(C)c1N1C(=O)CN(Cc2ccccc2)C1=S | -9% | 17% | 1.5% | ? | 21% | 0% | ? | -7% | 3%
COCCCN1C(=O)C(=O)/C(=C(/O)c2ccc(OC(C)C)cc2)C1c1ccncc1 (stereo not given) | -8% | 1% | 19% | ? | -12% | 1% | -6% | 5% | -7%
CCc1ccccc1NC(=O)CN1CCN(CC(=O)Nc2cc(C)ccc2OC)CC1 | -8% | 4% | -3.0% | -4% | 16%[57.1 µM] | -7% | ? | 12% | 8%[57.1 µM]
COc1ccc(Cl)cc1NC(=O)CSc1nc(N2CCOCC2)nc(N2CCOCC2)n1 | -15% | -1% | -0.6% | 9% | 11% | 1% | -1% | -11% | -6%
O=C(NNc1ccc(F)cc1)c1c(F)cccc1Cl | -11% | 0% | -2.2% | 92%[activator] | 0%[57.1 µM] | -3% | 14% | -8% | 5%[57.1 µM]
COc1ccccc1NS(=O)(=O)c1cc(NC(=O)Cc2n[nH]c(=O)c3ccccc23)ccc1Cl | -13% | 7% | . | 0% | 8%[57.1 µM] | -3% | 9% | 21% | 2%[57.1 µM]
CCc1cc(C(=O)NCC(c2ccco2)N2CCCCC2)sc1C (stereo not given) | -7% | -5% | -1.3% | 203%[activator] | 2% | 3% | 12% | 7% | -7%
Nc1nc(N(Cc2ccccc2)Cc2ccccc2)nc(C(F)(F)F)n1 | -11% | -2% | 0.7% | 10% | 16% | 0% | -8% | 32% | -4%
Cc1cnc(C(=O)OCC(=O)Nc2cc(-c3cc(C)c(C)cc3C)nn2-c2ccccc2)cn1 | -15% | 5% | 2.4% | ? | 7% | -2% | 7% | -23% | -7%
O=C(NC1CCN(C(=O)Nc2ccc(F)cc2)CC1)c1cccc(F)c1 | -8% | 3% | 0.5% | -11% | 16% | -3% | ? | -2% | 2%
CC1Cc2cccc3c(O)c(C(=O)c4nn[nH]n4)c(=O)n1c23 (stereo not given) | -10% | 6% | 0.8% | -7% | -3%[57.1 µM] | -5% | -1% | -39% | -7%
CC(C)(C)C(=O)O/N=C1/C(=O)N(c2ccccc2)c2ccccc21 | -1% | 4% | 1.8% | ? | 20%[57.1 µM] | -3% | 0% | 40% | -12%
CC1(c2ccccc2Cl)NC(=O)N(CC(=O)N2c3ccccc3NC(=O)C2(C)C)C1=O (stereo not given) | -2% | 0% | -2.3% | 324%[activator] | 7% | -5% | 8% | -17% | 0%
Cc1ccc(NS(=O)(=O)c2ccc3nc(-c4ccccc4)[nH]c3c2)c(Cl)c1 | -26% | 9% | 2.9% | ? | 10% | 0% | -2% | 16% | -1%
COc1ccccc1CCNC(=O)CCn1nc(C)c2c(C)n(-c3ccccc3)nc2c1=O | -25% | -3% | -0.5% | 3% | 18%[57.1 µM] | -3% | 5% | -8%[56.9 µM] | 5%[57.1 µM]
COc1cccc(OC)c1C(=O)OCC(=O)N(c1ccccc1)C1CCCCC1 | -1% | 3% | -0.3% | 438%[activator] | 6% | -1% | 0% | 11% | -7%
Cc1c(Cl)cccc1Nc1nc2ccc(C(=O)c3ccccc3)cc2n2cnnc12 | -19% | 4% | -0.6% | -16% | 16% | 4% | -2% | -11% | -6%
COc1ccccc1N1C(=O)C2C(c3ccc(F)cc3)NN(C(=O)c3ccc(C)cc3)C2C1=O (stereo not given) | -10% | -8% | 0.2% | -24% | 14% | -2% | 0% | 7% | 1%
Nc1nc2ccccc2nc1N1CCCC1 | -3% | 0% | -2.5% | -12% | 15% | -1% | -4% | 16% | 3%
COc1ccc(CCNC(=O)c2nnn(CC(=O)Nc3ccccc3C)c2N)cc1OC | -10% | 1% | 1.9% | 0% | 10% | 0% | 1% | -33% | 2%
Cc1cccc(/C=C2\Sc3ccc(C(=O)NCC4CCCO4)cc3N(C)C2=O)c1 (stereo not given) | -5% | -11% | 0.0% | 0% | 25% | 3% | 0% | 58%[activator] | -5%
Cc1nc2ccc(S(=O)(=O)NC(C(=O)N3CCCCCC3)C(C)C)cc2s1 (stereo not given) | -2% | -19% | 1.5% | 37%[activator] | -28% | -1% | -6% | -2% | -16%
Cc1nc2sc(C(N)=O)c(N)c2c(-c2ccc(Br)cc2)c1C(=O)Nc1ccc(Cl)cc1 | -10% | 0% | -4.6% | ? | 43%[activator] | -10% | -3% | -6% | 8%
CC1Sc2ccc(S(=O)(=O)CCC(=O)N(C)Cc3ccccc3)cc2NC1=O (stereo not given) | -18% | 6% | -0.3% | 4% | -1% | 2% | 6% | -23% | 3%
CC(=O)c1cccc(NC(=O)C2CC(=O)N(Cc3ccccc3)C2)c1 (stereo not given) | -8% | -4% | 0.2% | 28% | -4% | 1% | . | 8% | 0%
COc1ccc(CCNC(=O)c2c(O)c3ccccc3n(C)c2=O)cc1 | -9% | -8% | 5.3% | 4% | 3% | 1% | -9% | -1% | -3%
CCN(CC)Cc1cc(Nc2c3ccccc3nc3c4ccccc4n(C)c23)cc(CN(CC)CC)c1O | -11% | 7% | . | ? | ? | -25% | -17% | ? | -9%
O=C(N/N=C/c1ccc(N2CCOCC2)o1)c1cccc(C(F)(F)F)c1 | -14% | -3% | -0.8% | -16% | 7.1µM* | -3% | -4% | ? | -10%
Cc1ccccc1N1C(=O)CC(Sc2nnc(-c3ccccc3)o2)C1=O (stereo not given) | -7% | 0% | ? | 35%[activator] | ? | 1% | 6% | -9% | 12%[57.1 µM]
O=C(CSc1ncnc2sccc12)N1CCCCC1 | -18% | 2% | . | 0% | 5% | -1% | 5% | -3% | 2%
COc1cc(S(=O)(=O)NCC2COCCO2)ccc1-n1cnnn1 (stereo not given) | 1% | 2% | -0.4% | -2% | 19% | 0% | 2% | 8% | 5%
O=C(c1c[nH]c2ccc(S(=O)(=O)N3CCOCC3)cc2c1=O)N1CCN(c2ccccn2)CC1 | -13% | 5% | 4.3% | 356%[activator] | -2% | -4% | -13% | 2% | 2%
O=C(COC(=O)c1ccc(Cl)nc1)NCCc1ccc(Cl)cc1 | 6% | 4% | . | 1% | 1%[57.1 µM] | -2% | 7% | 23% | 6%[57.1 µM]
O=C(O)COc1ccc(/C=N/O)cc1Br | -11% | -6% | -3.7% | -5% | 16%[57.1 µM] | 0% | -26% | ? | 5%
CCCn1c(SCC(=O)Nc2cc(C)on2)n[nH]c1=O | -20% | -3% | . | 28% | 13% | -1% | 0% | -5% | 0%
CC(=O)c1cccc(NC(=O)N2CCCC2C(=O)Nc2ccccc2C)c1 (stereo not given) | -8% | 1% | 2.6% | -9% | -12% | 1% | 1% | -36% | -6%
Cc1nonc1CN(C)C(=O)CC1C(=O)NCCN1Cc1c(F)cccc1Cl (stereo not given) | 0% | 4% | -0.6% | ? | 22%[11.4 µM] | -2% | -5% | -7% | 6%[11.4 µM]
CN1CCN(C(=O)c2cnn3c(C(F)(F)F)cc(-c4ccc5c(c4)OCO5)nc23)CC1 | -14% | 1% | 0.4% | 0% | 4% | 1% | -12% | 16% | -3%
O=C(CCCC(=O)NNC(=O)Nc1ccccc1)NNC(=O)Nc1ccccc1 | -6% | 0% | -0.7% | -3% | 28%[57.1 µM] | -8% | -19% | -4% | -20%[57.1 µM]
Clc1ccc(CNc2ncnc3[nH]ncc23)cc1Cl | 1% | 0% | . | 2% | 6% | -9% | 1% | -7% | 6%
CN(C)c1ccc(/C=N/OC(=O)Nc2ccccc2)cc1 | -24% | -3% | -0.9% | 0% | 1% | 0% | -11% | -5% | -2%
Cc1cccc(NC2CCCCC2NS(=O)(=O)c2ccccc2)c1 (stereo not given) | -18% | -1% | -3.1% | 10% | 13% | 2% | -5% | -10%[56.9 µM] | -1%
Nc1ccc(S(=O)(=O)Nc2nccc(/C=C/c3ccc([N+](=O)[O-])cc3)n2)cc1 | -20% | 4% | -0.9% | ? | -1%[57.1 µM] | -4% | 1% | -19% | -2%[57.1 µM]
